# PKA-R1A activ – PKA-R1A complex activation; P00514+P68181; PKA-R1A dissociation, Cy5-IP20 fluorescence polarization; scaled: DMSO 0%, 113 µM cGMP 100%; activation, % at 11.4 µM; 0.083% of 340,000 active; AID 504707;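 active = percent activation above the mean of all tested compounds plus 3 SD, cut at about 19% in these data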;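 note: higher means more PKAc released from R1A so a rise in polarization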
# AddAB inh – less growth of phage-infected E. coli with AddAB; 0.29% of 330,000 active; E. coli expressing H. pylori AddAB, absorbance growth; inhibition, % at 11.9 µM; in the data active = inhibition above about 12%;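 note: 0% = vehicle wells of infected cells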
# PfHsp90 yeast 2 – inhibits growth of yeast expressing Plasmodium falciparum Hsp90 | S. cerevisiae expressing PfHsp90, BacTiter-Glo ATP, 48 h; yeast lacking PDR1 and PDR3 efflux regulators | inhibition, % at 9.4 µM | 0.32% of 310,000 active | AID 504621;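 active = every replicate shows inhibition above about 80%, whatever the replicate mean, limit read from the data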;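 note: 0% = DMSO neutral controls and 100% = 20 µM radicicol positive controls; yeast relying on Plasmodium falciparum Hsp90 in place of its own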
# phage Ecoli inh – E. coli growth loss with phage present | growth absorbance | inhibition, % at 11.9 µM | 0.26% of 360,000 active | AID 651602; in the data active = inhibition above about 11%
# HTR5A inv ag – counter-screen for OPRM1-OPRD1 inverse agonists: human HTR5A inverse agonism; P47898; HTR5A cell line, luminescence; inhibition, % at 9.3 µM; 0.083% of 340,000 active; AID 504634; in the data active = inhibition mostly above about 23%, no sharp cut-off; inactive = mostly below about 18%;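 note: 0% = cells with DMSO and 100% = no-cell wells with DMSO; some compounds called inactive have numbers as strong as hits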
# Target sequence (P47898 whole entry, looked up): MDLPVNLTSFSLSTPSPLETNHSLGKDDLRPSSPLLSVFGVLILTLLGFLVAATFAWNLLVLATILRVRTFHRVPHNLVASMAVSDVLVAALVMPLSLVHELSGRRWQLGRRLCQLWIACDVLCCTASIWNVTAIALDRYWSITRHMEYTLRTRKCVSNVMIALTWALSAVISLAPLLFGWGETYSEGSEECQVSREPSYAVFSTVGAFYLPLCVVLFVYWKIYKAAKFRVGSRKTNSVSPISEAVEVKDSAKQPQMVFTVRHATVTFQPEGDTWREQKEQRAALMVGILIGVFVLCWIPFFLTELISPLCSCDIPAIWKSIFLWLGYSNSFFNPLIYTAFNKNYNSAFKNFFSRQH
# Tat transport – inhibitors of E. coli Tat protein transport | inhibition, % at 10 µM | 0.036% of 340,000 active | E. coli MC4100 TorA-mCherry Tat export, fluorescence;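 active = mean replicate inhibition at least 50% and at least half of replicates individually reaching 50%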;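 note: exported cargo escapes ClpAP degradation while cytoplasmic cargo is degraded and loses fluorescence; 0% = median of neutral control wells and 100% = median of NaSCN control wells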
# SUMO Mot1 rescue – inhibitors of SUMOylation pathway: yeast Mot1-301 growth rescue | growth rescue, % at 18.8 µM | 1% of 320,000 active | S. cerevisiae Mot1-301 growth rescue, ATP luminescence, 38.5C; percent above DMSO median, 100 means doubled;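 active = every valid replicate shows activation above 250% relative to neutral control wells; inactive = the rest, any valid replicate at or below 250%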;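 note: OY570 slx delta 5 strain wells were the positive control but not used for scaling; some compounds called inactive have numbers as strong as hits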
# OPRM1-OPRD1 ag – agonists of human mu-delta opioid receptor heterodimerization; P35372+P41143; cells, OPRM1-OPRD1 heterodimerization, luminescence; activation, % at 9.3 µM; 0.3% of 340,000 active; in the data active = activation above about 18%;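 note: 0% = vehicle-treated cells and 100% = reference agonist; values of inactives mirror those of a sister screen read the other way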
# Ecoli viability – reduces bacterial viability in AddAB counter-screen. 0.27% of 330,000 active. E. coli V3065 growth, OD600 absorbance, 18 h. inhibition, % at 11.9 µM;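 active = inhibition above the campaign's mean inhibition across all tested compounds plus 3 SD, cut at about 9.9% in these data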;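 note: uninfected addAB+ strain grown without phage in ampicillin broth; 0% = DMSO wells and 100% = ciprofloxacin 0.95 µg/ml wells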
# PKA-R2B act – activates the human PKA-R2B holoenzyme complex; P22694+P31323; AID 504700; 0.079% of 340,000 active; activation, % at 11.4 µM; PKA-R2B holoenzyme dissociation, Cy5-IP20 fluorescence polarization; R2B truncated from residue 108, S112A mutant; 0% DMSO only, 100% 113 µM cGMP;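 active = activation above a cutoff set at the mean over all compounds plus 3 SD, cut at about 18% in these data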;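 note: higher means more holoenzyme dissociation and a rise in polarization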
# Target sequence (P31323 whole entry, looked up, other chains not shown, the tested form may be a part): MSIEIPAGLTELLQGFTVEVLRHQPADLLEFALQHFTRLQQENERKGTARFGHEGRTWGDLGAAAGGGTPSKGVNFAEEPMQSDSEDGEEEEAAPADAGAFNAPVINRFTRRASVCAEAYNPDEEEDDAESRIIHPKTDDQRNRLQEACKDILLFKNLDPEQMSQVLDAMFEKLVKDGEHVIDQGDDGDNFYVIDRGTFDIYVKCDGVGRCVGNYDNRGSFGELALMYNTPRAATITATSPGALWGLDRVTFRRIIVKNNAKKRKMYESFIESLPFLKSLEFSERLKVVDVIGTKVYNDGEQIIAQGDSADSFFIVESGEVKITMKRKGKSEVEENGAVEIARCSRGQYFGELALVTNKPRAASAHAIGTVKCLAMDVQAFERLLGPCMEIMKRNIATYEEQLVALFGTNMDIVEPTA
# OPRM1-OPRD1 inv – mu-delta opioid heterodimer inverse agonism; 0.21% of 340,000 active; inhibition, % at 9.3 µM; AID 504357; cell-based MOR-DOR heterodimer luminescence; in the data active = inhibition above about 22%, passing the limit was not always enough;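 note: 0% = cells with DMSO and 100% = wells without cells with DMSO; values of inactives mirror those of a sister screen read the other way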
# Numbers without * were called inactive; x = no result given.
compound	PKA-R1A activ	AddAB inh	PfHsp90 yeast 2	phage Ecoli inh	HTR5A inv ag	Tat transport	SUMO Mot1 rescue	OPRM1-OPRD1 ag	Ecoli viability	PKA-R2B act	OPRM1-OPRD1 inv
C/C=C(\C)CN1CCN(c2ccccc2)CC1	-1	3.4	2	2.8	-10	-6	290	-0.7	3.0	5	4
CCOC(=O)c1[nH]c2ccc(F)cc2c1NC(=O)c1ccccc1C(=O)O	-4	x	5	2.5	-7	15	-4	-0.6	x	-9	3
COc1ccc(OCCCC(=O)OC(C)C(=O)Nc2ccc(S(N)(=O)=O)cc2)cc1 (stereo unspecified)	7	1.0	-11	0.5	10	4	-20	-0.9	1.0	-3	6
CCc1c(C)nc2ncnn2c1NCCc1ccc(OC)c(OC)c1	-5	3.1	29	4.2	-11	4	-7	-1.9	-1.8	-1	10
O=C(Nc1nccs1)c1ccc(Br)c(S(=O)(=O)N2CCOCC2)c1	2	0.7	-1	2.1	8	-6	-16	-3.3	-0.8	-10	17
CC(C)(C)OC(=O)NCCCCCNC(=O)c1nc[nH]c1C(=O)N1CCc2ccccc2C1	-9	2.1	-23	1.0	2	-3	21	-0.9	-1.8	3	4
O=C(NCCCCNC(=O)c1ccc(Br)cc1)c1ccc(Br)cc1	-5	-0.7	-2	1.7	-12	7	3	-0.5	-0.9	7	2
COc1ccc(S(=O)(=O)N2CCOCC2)cc1C(=O)NCC(c1ccco1)N1CCCC1 (stereo unspecified)	-6	-0.6	14	1.3	10	-3	-6	-1.5	-1.8	-3	6
O=C(CN1C(=O)NC2(CCCC2)C1=O)NCC1CCCO1 (stereo unspecified)	3	0.5	-12	0.3	18	-6	8	-3.8	-1.8	-11	20
O=C(C#Cc1ccccc1)NCc1ccccc1F	-5	x	-8	1.2	-1	-9	-17	-1.0	x	1	5
CN1CCC(CNC(=O)Nc2csc3ccccc23)CC1	x	1.8	8	-1.8	x	2	-5	x	-0.2	x	x
O=C1CS/C(=N/N=C/c2ccccc2OS(=O)(=O)c2ccccc2)N1	-2	4.8	11	3.4	-15	-9	60	-2.5	1.2	1	14
CC[C@@]1(C(=O)OC)N[C@H](CN(C)C(=O)Nc2ccc(C(F)(F)F)cc2)[C@@H]2C(=O)N(Cc3ccccc3)C(=O)[C@@H]21	8	-1.0	23	0.8	-13	6	2	-1.1	1.2	0	5
COc1cc(C2N(c3ccc(F)cc3)C(=O)C3CCCN32)cc(OC)c1OC (stereo unspecified)	-1	4.3	28	2.7	-4	5	43	1.0	0.0	-2	-5
CC(C)CC(=O)Nc1sc2c(c1C#N)CC(C)(C)NC2(C)C	5	1.2	-10	4.2	7	1	-12	-3.5	-0.6	-7	15
CCOC(=O)Cc1csc(NC(=O)c2ccc(NC(C)=O)cc2)n1	-13	-2.4	-16	1.4	-4	7	-5	2.8	0.5	-9	-16
CC(C)(C)C1=Nn2c(nnc2-c2ccccc2F)SC1	-7	0.5	-17	x	-9	-8	-5	-3.0	1.1	-5	16
CC/C(=N\N=C(/CC)c1ccccc1N)c1ccccc1N	9	-0.4	-2	0.1	-4	5	-10	3.1	-1.6	-5	-17
Nc1ccc(C(=O)N/N=C2\CCCc3c2[nH]c2ccccc32)cc1	1	1.8	x	4.1	4	0	x	-1.7	2.5	-8	9
CCC(c1nnc(SCC(=O)Nc2ccc(Cl)cc2C(F)(F)F)n1C1CCCCC1)N(C)C (stereo unspecified)	-7	-0.9	-13	0.2	-8	9	12	-1.7	-6.3	-7	9
Cc1cc(Cl)ccc1OCC(=O)N/N=C/c1ccc(OC2OC(CO)C(O)C(O)C2O)cc1 (stereo unspecified)	-7	-0.3	1	3.4	3	-5	1	-3.9	1.6	-11	20
O=C(N[C@@H](Cc1ccccc1)C(=O)CCl)OCc1ccccc1	-8	0.4	-21	3.3	-36	3	109	0.0	-0.2	-17	0
COC(=O)c1ccc(CSC2=NC[C@@H]3[C@@H]4C(=O)N(Cc5ccccc5)C(=O)[C@@H]4[C@](C)(C(=O)OC)N23)cc1	0	-1.4	0	1.3	6	17	x	-1.0	-1.4	-2	5
CCc1ccccc1N(C)S(=O)(=O)c1ccc(-c2cc(C)no2)s1	-6	2.0	-41	1.7	-17	-4	-1	3.8	-0.9	-19	-20
COc1cccc(N2C(=O)/C(=C\c3cccs3)NC2=S)c1	-6	-1.5	7	1.3	-28	-10	-4	-1.7	4.4	-8	8
O=C(CN1C(=O)C2CC=CCC2C1=O)Nc1nnc(SCc2ccc(Cl)cc2)s1 (stereo unspecified)	5	1.8	3	0.3	-36	5	16	-0.9	-1.4	-10	5
Cc1nc2c(Br)cc(Br)cc2c(=O)n1-c1ccccc1NC1OCC(O)C(O)C1O (stereo unspecified)	-4	x	-42	4.9	-19	1	x	-1.7	x	-3	7
C=CCn1sc(N)c(C(=O)OCC)c1=S	-7	-2.2	0	5.0	9	-6	16	-2.8	-2.7	-1	16
COCC(=O)Nc1ccc(Br)cc1C	7	5.0	x	0.7	-4	-8	-22	-2.1	1.9	1	10
CC1CC(=O)C(C(C2=C(O)CC(C)CC2=O)c2ccccc2)=C(O)C1 (stereo unspecified)	5	x	-5	3.5	-38	-9	x	0.2	x	0	-1
Cc1ccc(S(=O)(=O)CCC(=O)NNC(=O)CN(C)S(=O)(=O)c2ccc(C)cc2)cc1	-3	-0.5	0	3.3	-9	3	1	-0.7	-1.4	-1	3
Cc1ccc(NC(=O)COC(=O)CN2C(=O)COc3ccccc32)cc1	5	0.9	18	2.1	-6	-10	-11	-1.9	0.5	0	10
CC(Cc1ccsc1)NC(=O)CCc1nnc(CCc2ccccc2)o1 (stereo unspecified)	-2	-0.7	21	3.8	6	-4	8	-1.8	-0.9	-13	11
Cc1cc(C)cc(C(=O)Nc2nnc(SCC(=O)NCC3CCCO3)s2)c1 (stereo unspecified)	4	0.3	6	3.4	16	4	-8	-2.8	-0.5	6	9
Cc1ccc(Nc2nnc(SCC(=O)Nc3cccc(S(=O)(=O)NC4=NCCCCC4)c3)s2)c(C)c1	-6	0.5	20	2.7	-17	-1	x	-1.6	-1.2	-16	10
CCOC(=O)N1CCC(NCCNC(=O)c2cccc(F)c2)CC1	-4	1.6	x	3.3	-10	1	-3	1.5	-1.4	2	-8
Fc1ccccc1/C=N/n1cnnc1	9	2.8	x	-0.2	7	2	545	-1.0	1.4	-6	5
O=C1OC(c2ccccc2)C(O)=C1c1ccccc1 (stereo unspecified)	-2	x	x	3.1	0	-6	x	-1.5	x	-7	8
CCCCN1C(=N)N([C@@H](CCC)CN2CCC[C@H]2CN2C(N)=NC[C@@H]2Cc2ccccc2)C[C@H]1Cc1ccccc1	6	3.8	21	2.2	1	25	13	8.8	1.9	3	-51
CCOC(=O)c1ccc(Oc2nc(N(C)C)nc(N(C)C)n2)cc1	-10	0.2	5	1.5	16	1	39	0.2	-2.1	-3	-1
CCCC(=O)Nc1ccc2c(c1)nc(CN1CCN(C(=O)OCC)CC1)n2CC	7	1.6	27	0.8	-34	-2	0	-2.4	3.3	7	11
CC1(C)CC(=O)c2c(O)cc(OCC(=O)N3CCN(c4ccc(F)cc4)CC3)cc2O1	-6	2.8	0	-0.2	10	0	-14	-1.8	1.8	0	9
CCN(CC)c1ccc(C2CC(=O)Nc3cc(OC)c(OC)cc32)cc1 (stereo unspecified)	1	1.1	-28	-0.7	0	-3	-5	-3.6	-2.4	-11	15
Cc1csc(SCC(=O)Nc2ccc(S(=O)(=O)N3CCCC3)cc2)n1	-2	6.5	9	4.1	-6	-4	5	-2.8	6.0	-5	16
CC1(C)CC(=O)C/C(=N/NC(=O)COc2ccc3ccccc3c2Br)C1	2	1.8	-20	3.0	-6	7	284	-1.4	1.8	-11	7
CCOC(=O)C1CCN(C(=O)COC(=O)CSc2ccc([N+](=O)[O-])cc2)CC1	1	-1.3	x	5.1	10	-3	x	-3.5	-0.5	-4	18
COc1ccc2nc(N3CCCCC3)c(C#N)cc2c1	-4	0.3	1	0.9	-10	-5	96	1.1	-2.2	-7	-6
Cc1cc(C)n(-c2ccc(C(=O)OCC(=O)c3c(N)n(C)c(=O)n(C)c3=O)cc2)n1	-10	3.1	x	3.0	-45	1	79	-1.2	-1.8	-1	6
CN(CC(=O)Nc1ccc(F)cc1)C(=O)c1cccc(S(=O)(=O)N2CCN(c3ccc(F)cc3)CC2)c1	-2	-2.0	-14	2.3	8	3	-9	-0.2	-0.7	-17	1
CCOC(=O)C1=C(COC(=O)c2ccc(OC)c(OC)c2OC)NC(=O)NC1C (stereo unspecified)	-17	4.7	12	-1.0	16	-1	3	-3.5	-2.4	-4	17
COC(=O)C1=C(C(=O)OC)[C@@H]2N(C)c3ccc(OC)cc3[C@@]23C[C@@H](C(=O)OC)N=C3N1	-9	2.1	-17	1.8	-4	3	-21	-2.0	-0.3	-7	11
Cc1ccc(S(=O)(=O)CCC(=O)OC2CC(C)OC2=O)cc1 (stereo unspecified)	5	0.5	x	0.3	3	-7	-13	-2.4	-2.2	-9	9
Cc1cccc(C(=O)O[C@H]2[C@H](Cc3ccccc3)NS(=O)(=O)[C@H]3CC4C=C[C@]23O4)c1	-1	3.8	8	2.2	1	-5	25	-0.1	-1.9	-8	1
CC(=O)c1c(C)[nH]c(C(=O)OCC(=O)NCc2ccc3c(c2)OCO3)c1C	4	0.1	x	2.8	8	4	10	0.0	0.0	0	0
COc1ccccc1C(=O)Nc1ccnn1C1CCN(C(=O)c2cnsn2)CC1	8	2.1	-7	-1.8	-10	-2	3	-1.3	-0.2	2	7
COc1ccc2nc(SCC(=O)O)nc(C)c2c1	7	-0.8	6	0.6	-6	-9	40	0.1	-3.4	-2	-1
COc1ccccc1-c1oc2ccccc2c1C#CC(C)(C)O	-8	1.6	21	0.2	1	3	-2	-0.1	-1.2	-13	1
CC(C)(C)NS(=O)(=O)c1ccc(N2C(=O)c3ccccc3C2=O)cc1	-4	-0.2	x	2.2	13	-3	-5	-1.6	0.1	9	8
O=[N+]([O-])c1ccc(Nc2cccc3c2[nH]c2c(-c4ccccc4)nccc23)c([N+](=O)[O-])c1	4	x	-59	2.2	4	9	x	1.6	x	-7	-7
O=C(NN1C(=O)NC2(CCCCC2)C1=O)c1cc2ccccc2o1	5	0.4	-9	3.9	6	1	225	-2.9	-1.9	1	11
Cc1[nH]c2ccccc2c1/C=N/NC(=O)c1cccc(S(=O)(=O)Nc2cccc(C(F)(F)F)c2)c1	4	2.5	-4	2.0	-9	-6	3	-3.3	0.0	-8	16
CN(C)c1ccc(C=NNc2ccccn2)c(Cl)c1	-14	x	-6	2.2	17	0	x	-0.4	x	-5	2

# Assay outcomes as filed in PubChem.
